HT1080 cytotoxicity – cytotoxicity in HT1080 fibrosarcoma cells, cell-based, fluorescence readout (AID 620) | HT1080 viability, fluorescence; higher % means a stronger effect | one-dose cytotoxicity, % at 10 µM; EC50 in µM for titrated hits | 0.42% of 87,000 active;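 further: cells exposed to compound overnight then 4 h with Alamar Blue; 0% = vehicle DMSO and 100% = killing control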
PMK inhibit – S. pneumoniae PMK inhibitors, primary screen, biochemical, mevalonate pathway, pilot trial included; phosphomevalonate kinase (Streptococcus pneumoniae D39); purified PMK, PK/LDH-coupled NADH absorbance 340 nm; inhibition, % at 10 µM; 0.49% of 65,000 active; AID 539, 2006;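 active means top-ranked compounds by inhibition in the single 10 µM screen, taking a fixed number of the strongest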;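 further: 0% = full reaction with DMSO carrier and 100% = background rate without enzyme reaction; no value below 0 was filed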
Spn MK inh – S. pneumoniae MK inhibitors, primary screen, biochemical, PK/LDH-coupled NADH absorbance; mevalonate kinase [Streptococcus pneumoniae D39]; purified MK, PK/LDH-coupled NADH absorbance 340 nm; inhibition, % at 10 µM; 0.48% of 65,000 active;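 active means ranked among the strongest by inhibition in the single 10 µM screen, a fixed top-ranked set picked for dose follow-up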; further: no value below 0 was filed
HPDE-C7 viability – cytotoxicity in HPDE-C7 cells, cell-based, fluorescence, HTS (AID 430). HPDE-C7 pancreatic duct cells viability, fluorescence; higher % means a stronger effect. cytotoxicity, % at 10 µM, or EC50 in µM where a hit was titrated. 1.8% of 63,000 active;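 further: cells exposed to compound for 48 hours before viability readout; 0% = vehicle and 100% = reference cytotoxic drug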
KRASV12 cytotoxicity – cytotoxicity in KRAS-transformed pancreatic duct cells, primary screen, cell-based, fluorescence, HTS (AID 431) | HPDE-C7K KRASV12 cells, Alamar Blue viability, 48 h; higher % means a stronger effect | cytotoxicity, % at 10 µM, or EC50 in µM where a hit was titrated | 1.7% of 63,000 active;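 active means compounds whose percent cytotoxicity in the single-dose primary screen, scaled between solvent and toxic-drug controls, exceeds 50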;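 further: 0% = DMSO solvent wells and 100% = doxorubicin-treated wells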
TNAP inhibition – human TNAP enzyme inhibitors, biochemical, luminescent (AID 518); purified TNAP enzyme, luminescent substrate readout; higher % means a stronger effect; one-dose inhibition, % at 20 µM; IC50 in µM for titrated hits; 0.09% of 64,000 active; in the data active means a potency from the dose series; inactive means the rest, 99 in 100 with inhibition below about 22%;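 further: plate controls were vehicle for no effect and reference inhibitor for full effect; many of its hits are not listed in these tables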
DPM-DC inhibit – S. pneumoniae DPM-DC inhibitors, primary screen, biochemical, PK/LDH-coupled NADH fluorescence. 0.49% of 65,000 active. AID 556, 2006. calls only at 10 µM. purified DPM-DC. diphosphomevalonate decarboxylase (Streptococcus pneumoniae D39);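 active means the 320 compounds with the highest percent inhibition in the single-dose primary screen, excluding strongly autofluorescent ones, cut at about 32% in these data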;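 further: kinetic rate of NADH fluorescence loss reporting ADP formed by the decarboxylase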
LYP inhibition – LYP phosphatase inhibitors, primary screen, biochemical, DiFMUP fluorescence, recombinant catalytic domain, 10 µM (AID 606); one-dose inhibition, % at 10 µM; IC50 in µM for titrated hits; 52,000 tested, under 10 active; Tyrosine-protein phosphatase non-receptor type 22 (Homo sapiens); recombinant LYP catalytic domain, DiFMUP fluorescence; higher % means a stronger effect;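 active means IC50 under 40 µM in the dose-response test; inactive means IC50 of 40 µM or more, or never dose-tested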
Bfl-1 displacement – Bfl-1 inhibitors, primary screen, biochemical, fluorescence polarization, FITC-Bid, mouse (AID 432) | Bcl-2-related protein A1 (Mus musculus) | FITC-Bid BH3 peptide fluorescence polarization displacement; higher % means a stronger effect | displacement, % at 20 µM; hits with a dose series show IC50 in µM | 0.02% of 64,000 active; in the data active means a potency from the dose series; inactive means the rest, 99 in 100 with displacement below about 15%; further: strong numbers were not always called active
PMK inhibit pilot replicates – recorded beside PMK inhibit, whose call it bears; inhibition, %; measured here: pilot screen replicates
Spn MK inh pilot replicates – also measured in Spn MK inh; calls as there; inhibition, %; measured here: pilot screen replicates
DPM-DC inhibit pilot screen % – recorded beside DPM-DC inhibit, whose call it bears; inhibition, %; measured here: pilot screen trials
The depositor's hits bear a star; i = inactive; x = not tested or not shown; + = active, no number. Unless noted, no stated cut-off is given here; in the data, active means cytotoxicity above about 50%; inactive means the rest.

Sample of the layout:
SMILES	HT1080 cytotoxicity	PMK inhibit	Spn MK inh	HPDE-C7 viability	KRASV12 cytotoxicity	TNAP inhibition	DPM-DC inhibit	LYP inhibition	Bfl-1 displacement	others
COc1ccc(N(CC(=O)Nc2ccc3c(c2)OCO3)S(=O)(=O)c2c(C)nn(C)c2C)cc1	4%	10	7	0%	0%	20%	i	11%	0%	PMK inhibit pilot replicates=2.0;Spn MK inh pilot replicates=6.0;DPM-DC inhibit pilot screen %=1.0
CCOC(=O)N1CCC(NC(=O)c2cnn3cccnc23)CC1	6%	5	6	0%	3%	11%	i	12%	0%
CC(C)C(NC(=O)c1ccccc1)C(=O)NCc1ccccn1 (stereo not drawn)	-3%	8	5	2%	-2%	5%	i	-17%	-2%
O=S(=O)(O)C1CCNCC1	0%	0	0	x	x	x	i	10%	x
CC(=O)Nc1ccc(C(=O)CS(=O)(=O)c2ccc(C)cc2)cc1	4%	1	3	-17%	-10%	7%	i	19%	-6%
CCn1c(COc2ccccc2C)nnc1SCC(=O)N1CCC(C)CC1	-7%	8	11	-9%	-12%	9%	i	7%	-6%
CC12CCC(C(=O)N(c3ccccn3)c3ccccn3)(OC1=O)C2(C)C (stereo not drawn)	2%	11	12	x	x	10%	i	4%	-2%
Cc1cccc(C)c1NC(=O)N1CCN(C2CCCCC2)CC1	-3%	20	0	-16%	-2%	14%	i	8%	0%	PMK inhibit pilot replicates=3.0;Spn MK inh pilot replicates=2.0;DPM-DC inhibit pilot screen %=2.0
Cc1onc(-c2ccccc2)c1C(=O)Nc1nnc(-c2ccncc2)s1	-2%	10	6	-4%	-6%	6%	x	1%	-2%

The whole of this part, previewed entries included:
SMILES	HT1080 cytotoxicity	PMK inhibit	Spn MK inh	HPDE-C7 viability	KRASV12 cytotoxicity	TNAP inhibition	DPM-DC inhibit	LYP inhibition	Bfl-1 displacement	others
COc1ccc(N(CC(=O)Nc2ccc3c(c2)OCO3)S(=O)(=O)c2c(C)nn(C)c2C)cc1	4%	10	7	0%	0%	20%	i	11%	0%	PMK inhibit pilot replicates=2.0;Spn MK inh pilot replicates=6.0;DPM-DC inhibit pilot screen %=1.0
CCOC(=O)N1CCC(NC(=O)c2cnn3cccnc23)CC1	6%	5	6	0%	3%	11%	i	12%	0%
CC(C)C(NC(=O)c1ccccc1)C(=O)NCc1ccccn1 (stereo not drawn)	-3%	8	5	2%	-2%	5%	i	-17%	-2%
O=S(=O)(O)C1CCNCC1	0%	0	0	x	x	x	i	10%	x
CC(=O)Nc1ccc(C(=O)CS(=O)(=O)c2ccc(C)cc2)cc1	4%	1	3	-17%	-10%	7%	i	19%	-6%
CCn1c(COc2ccccc2C)nnc1SCC(=O)N1CCC(C)CC1	-7%	8	11	-9%	-12%	9%	i	7%	-6%
CC12CCC(C(=O)N(c3ccccn3)c3ccccn3)(OC1=O)C2(C)C (stereo not drawn)	2%	11	12	x	x	10%	i	4%	-2%
Cc1cccc(C)c1NC(=O)N1CCN(C2CCCCC2)CC1	-3%	20	0	-16%	-2%	14%	i	8%	0%	PMK inhibit pilot replicates=3.0;Spn MK inh pilot replicates=2.0;DPM-DC inhibit pilot screen %=2.0
Cc1onc(-c2ccccc2)c1C(=O)Nc1nnc(-c2ccncc2)s1	-2%	10	6	-4%	-6%	6%	x	1%	-2%
COCC(C)NS(=O)(=O)c1ccc(OC)cc1 (stereo not drawn)	-6%	0	7	-21%	-35%	11%	i	4%	-3%
Cn1c(=O)c2ncn(CC(=O)NCCOc3ccc(C(C)(C)C)cc3)c2n(C)c1=O	-7%	9	8	-9%	-1%	17%	i	x	-10%	PMK inhibit pilot replicates=6.0;Spn MK inh pilot replicates=1.0;DPM-DC inhibit pilot screen %=0.0
CCCOC(=O)C1C2C=CC3(CN(c4ccc(Cl)c(F)c4)C(=O)C13)O2 (stereo not drawn)	x	10	6	-15%	-6%	7%	i	-3%	-5%
Cc1ccc(-c2cc(C(=O)NCc3ccc4c(c3)OCO4)no2)cc1	-6%	10	2	10%	16%	19%	i	x	1%	PMK inhibit pilot replicates=5.0;Spn MK inh pilot replicates=1.0;DPM-DC inhibit pilot screen %=3.5
CC(=O)c1ccc(C#CC(C)(C)O)s1	-24%	1	12	-2%	-7%	8%	i	1%	-6%
C=CCn1c(C)cc(C(=O)CSc2nc3ccccc3o2)c1C	-5%	18	0	-14%	22%	12%	i	x	6%	PMK inhibit pilot replicates=1.0;Spn MK inh pilot replicates=0.0;DPM-DC inhibit pilot screen %=2.0
Cc1ccc(C)c(NC2=CC(=O)CC(C)(C)C2)c1C#N	-1%	1	3	9%	1%	7%	i	13%	-2%
CN1C(=O)CC(N2CCN(c3ccc(Cl)c(Cl)c3)CC2)C1=O (stereo not drawn)	-10%	0	0	-14%	-1%	11%	i	4%	3%
CC(C)NS(=O)(=O)c1cccc2nsnc12	9%	11	0	x	x	x	i	0%	x
Cc1occc1-c1nnc(SCC(=O)N2CCN(c3ccccc3F)CC2)n1C	7%	12	4	1%	-4%	1%	i	-4%	-9%
CC1(C)CC(n2c(NCCO)nc3c(c2=O)C2(CCCC2)Cc2ccccc2-3)CCO1 (stereo not drawn)	2%	17	6	56%*	64%*	6%	x	9%	0%
COc1cccc(CNc2ncc(Br)cc2Br)c1O	-4%	0	4	18%	26%	19%	i	x	-5%
CC1=C(C(=O)OC2CCCCCC2)C(c2ccc(C)o2)C2=C(CCCC2=O)N1 (stereo not drawn)	4%	0	0	-14%	-2%	6%	i	x	6%	PMK inhibit pilot replicates=2.0;Spn MK inh pilot replicates=2.0;DPM-DC inhibit pilot screen %=7.0
CSc1ccc(Cl)c(C(=O)OCC(=O)NCc2ccco2)c1	2%	2	2	6%	7%	12%	i	-5%	2%
O=C(CN1CCN(c2ccc(F)cc2)CC1)N1CCOCC1	-4%	11	0	4%	4%	10%	i	6%	-2%
CCOCCCNC(=O)Cn1cc2c(n1)CCCC2	-14%	8	7	6%	1%	11%	i	19%	1%
O=C(NCc1cccnc1)c1nnc(Cc2ccc(F)cc2)o1	-3%	0	0	-15%	-4%	5%	i	20%	6%
CCOC(=O)c1sc(NC(=O)CSc2nnnn2-c2ccccc2)nc1C	7%	8	7	-5%	10%	10%	i	10%	-4%
CCn1cc(C(=O)NCc2ccco2)c(=O)c2cc(S(=O)(=O)N3CC(C)CC(C)C3)ccc21 (stereo not drawn)	22%	10	8	18%	11%	4%	i	11%	-2%
Cc1ccc(NC(=O)C(C)N2C(=O)c3ccccc3C2=O)cc1 (stereo not drawn)	-4%	11	8	4%	0%	8%	i	18%	-5%
CSc1nnc2n(CCc3ccccc3)c(=O)c3c4c(sc3n12)CCCC4	0%	5	10	5%	15%	5%	i	7%	-6%	PMK inhibit pilot replicates=1.0;Spn MK inh pilot replicates=0.0;DPM-DC inhibit pilot screen %=2.0
Cc1csc(=N)n1CC(=O)N1CCc2ccccc21	-10%	0	0	1%	-5%	2%	i	4%	-4%
O=C(O)CCC(=O)Nc1ccc(S(=O)(=O)Nc2nccs2)cc1	-2%	4	5	-3%	0%	17%	i	16%	-5%	PMK inhibit pilot replicates=4.5;Spn MK inh pilot replicates=2.0;DPM-DC inhibit pilot screen %=0.0
CC1Cc2ccccc2N1C(=O)CSc1nnc(NC(=O)Cc2cccs2)s1 (stereo not drawn)	11%	9	8	-10%	-5%	12%	i	8%	6%
COc1cccc(C(c2nnnn2C(C)(C)C)N2CCN(C3CCCCC3)CC2)c1OC (stereo not drawn)	-9%	23	0	16%	4%	6%	i	17%	0%
O=C(NC1CCCC1)c1ccc2nc[nH]c2c1	-6%	11	11	-2%	4%	7%	i	x	-4%	PMK inhibit pilot replicates=2.5;Spn MK inh pilot replicates=0.0;DPM-DC inhibit pilot screen %=0.0
Cc1c(C(C)NC(=O)Nc2ccc(F)cc2F)cnn1C (stereo not drawn)	-1%	0	7	-11%	-5%	7%	i	13%	-9%
c1ccc2c(c1)nnn1c3ccccc3nc21	30%	0	2	41%	48%	8%	i	x	0%
C=CCn1c(O)c(CN2CCN(Cc3ccccc3)CC2)c(C)c(C#N)c1=O	-4%	0	0	-7%	0%	3%	i	8%	-9%
Cn1c(=O)c2c(nc(N3CCN(Cc4ccccc4)CC3)n2CCSc2ncccn2)n(C)c1=O	-4%	10	3	10%	0%	12%	i	x	-9%
O=C(CN1C(=O)NC2(CCCCCCC2)C1=O)NC(=O)NCc1ccco1	-8%	15	0	-8%	-16%	5%	i	x	-2%
O=C(c1ccncc1)c1ccc(N2CCN(C3CC(=O)N(Cc4ccccc4)C3=O)CC2)cc1 (stereo not drawn)	2%	3	0	-13%	-13%	7%	i	8%	-7%
CC(C)[N+]1(C)[C@@H]2CC[C@H]1CC(OC(=O)C(CO)c1ccccc1)C2 (stereo partly drawn)	-2%	4	6	-6%	-8%	12%	i	1%	1%	PMK inhibit pilot replicates=0.5;Spn MK inh pilot replicates=1.0;DPM-DC inhibit pilot screen %=1.5
COCCCn1c(C(C)C)nc2oc3cc(OC)ccc3c(=O)c2c1=O	2%	7	15	25%	-2%	13%	i	x	-5%
O=C(c1n[nH]c2ccccc12)N1CCN(S(=O)(=O)c2ccc3ccccc3c2)CC1	0%	10	4	-2%	7%	1%	i	2%	-5%
CCOC(=O)COc1ccc(C(=O)c2ccccc2)c(O)c1	13%	10	4	-6%	0%	8%	i	x	-3%
O=C(CSc1nc2sc3c(c2c(=O)[nH]1)CCCC3)NCCO	1%	1	2	-3%	4%	10%	i	-27%	-2%
O=C1CCCCCN1CSc1nc2ccccc2s1	13%	6	10	16%	22%	10%	i	15%	9%	PMK inhibit pilot replicates=7.5;Spn MK inh pilot replicates=1.0;DPM-DC inhibit pilot screen %=3.0
Cn1nnnc1SCc1nnc(-c2ccc(Cl)cc2)o1	2%	11	6	1%	-15%	9%	i	-14%	-3%
CCOC(=O)C1CCCN(S(=O)(=O)c2cc(OCC(N)=O)c(C)cc2Cl)C1 (stereo not drawn)	4%	3	11	2%	3%	8%	i	-5%	-5%
CC1CN(Cc2nc3c(c(=O)n(C)c(=O)n3C)n2CC(O)CO)CC(C)O1 (stereo not drawn)	-1%	16	6	8%	-5%	14%	i	3%	-1%
CCOC(=O)Cc1csc(-n2sc3ccccc3c2=O)n1	12%	16	67*	-7%	0%	9%	+	1%	-3%
O=C(NC1CCCC1)C(c1ccc(N2CCOCC2)cc1)N(Cc1ccccc1)C(=O)c1ccco1 (stereo not drawn)	-11%	11	3	-11%	-5%	4%	i	5%	1%

Screening results as filed in PubChem BioAssay.
